Source: PubChem (several laboratories)
RmlCD inh mix: RmlC and RmlD coupled enzyme inhibitors, primary screen, biochemical, 384-well, compound mixtures, retest; RmlC/RmlD coupled enzyme inhibition, 384-well mixture HTS; inhibition, % at 5.5 µM; AID 1532, 2009; hit rate 0.39% among 110,000; in the data active means inhibition above about 30%, passing the limit was not always enough; inconclusive means no clear call, values can overlap the other calls; further: strong numbers were not always called active
RT RNaseH block: HIV-1 RT RNase H inhibitors, primary screen, biochemical, fluorescence; hit rate 1.9% among 65,000; inhibition, % at 10 µM; RT-RNase H RNA/DNA duplex cleavage; AID 565, 2006; in the data active means inhibition above about 50%
* = called active by the depositor; i = inactive; ? = inconclusive; · = no result given; & = joins results of further samples. The list is partial, so the mix of outcomes need not match the whole.

Start of the listing, in advance (15 entries):
molecule	RmlCD inh mix	RT RNaseH block
Cc1cc(C(=O)OCC(=O)N2CCN(c3ccccc3)CC2)c2ccccc2n1	18	-24
Cc1ccc(C2/C(=C(/O)c3ccc(Br)cc3)C(=O)C(=O)N2Cc2ccco2)o1 (centres undefined)	9	3
CC(=O)Nc1ccc(S(=O)(=O)N2CCN(c3cccc(C)c3C)CC2)cc1	1	-8
COc1ccc(N2CC(C)Cn3c2nc2c3c(=O)n(Cc3ccc(F)cc3)c(=O)n2C)c(OC)c1 (centres undefined)	-4	3
COc1cccc(CNCCSc2nnnn2C)c1	29	-6
CC(=O)Nc1ccc(NC(=O)c2ccco2)cc1	-8	-7
COc1ccc(S(=O)(=O)NCC(=O)N(CC(=O)NCC2CCCO2)c2cc(C)ccc2C)cc1 (centres undefined)	-5	16
O=C(c1ccc2c(=O)n(-c3ccccc3)c(=O)[nH]c2c1)N1CCCCC1	3	3
O=C(Nc1nc(=O)n(C(=O)C2CC2)s1)c1ccccc1	8	·
COCCNC(=O)CCn1c(=O)oc2ccccc21	-9	-14
Cn1c(SCC(=O)Nc2cccc(F)c2)nnc1-c1cccnc1	-11	3
Cc1cccc(OCCNc2cc(N3CCOCC3)ccc2[N+](=O)[O-])c1	3	·
Cc1ccc(-c2nn3c(=O)c(C)nnc3s2)cc1	5	-2
CC1C(c2ccccc2)N(C)C(c2ccccc2)CC1(O)c1ccccc1 (centres undefined)	-6	·
O=C(Nc1ccc2c(c1)OCCO2)c1ccc(Br)o1	-10	1

All compounds of this part, repeating the preview:
molecule	RmlCD inh mix	RT RNaseH block
Cc1cc(C(=O)OCC(=O)N2CCN(c3ccccc3)CC2)c2ccccc2n1	18	-24
Cc1ccc(C2/C(=C(/O)c3ccc(Br)cc3)C(=O)C(=O)N2Cc2ccco2)o1 (centres undefined)	9	3
CC(=O)Nc1ccc(S(=O)(=O)N2CCN(c3cccc(C)c3C)CC2)cc1	1	-8
COc1ccc(N2CC(C)Cn3c2nc2c3c(=O)n(Cc3ccc(F)cc3)c(=O)n2C)c(OC)c1 (centres undefined)	-4	3
COc1cccc(CNCCSc2nnnn2C)c1	29	-6
CC(=O)Nc1ccc(NC(=O)c2ccco2)cc1	-8	-7
COc1ccc(S(=O)(=O)NCC(=O)N(CC(=O)NCC2CCCO2)c2cc(C)ccc2C)cc1 (centres undefined)	-5	16
O=C(c1ccc2c(=O)n(-c3ccccc3)c(=O)[nH]c2c1)N1CCCCC1	3	3
O=C(Nc1nc(=O)n(C(=O)C2CC2)s1)c1ccccc1	8	·
COCCNC(=O)CCn1c(=O)oc2ccccc21	-9	-14
Cn1c(SCC(=O)Nc2cccc(F)c2)nnc1-c1cccnc1	-11	3
Cc1cccc(OCCNc2cc(N3CCOCC3)ccc2[N+](=O)[O-])c1	3	·
Cc1ccc(-c2nn3c(=O)c(C)nnc3s2)cc1	5	-2
CC1C(c2ccccc2)N(C)C(c2ccccc2)CC1(O)c1ccccc1 (centres undefined)	-6	·
O=C(Nc1ccc2c(c1)OCCO2)c1ccc(Br)o1	-10	1
Cc1csc(CCc2nc(C)cs2)n1	7	-6
CC1(C)CC(=O)c2cnc(NC(=O)C3CCCC3)nc2C1	5	-6
CCCCN(c1ccccc1)c1ncnc2nc[nH]c12	-4	-38
CCOc1ccc2nc(NC(=O)CSc3nc4cccnc4n3C)sc2c1	4	6
CCN(CC)C(=O)C1CCCN(C(=O)Nc2ccc(NC(=O)N3CCCC(C(=O)N(CC)CC)C3)cc2)C1 (centres undefined)	-7	·
COc1ccc(CNC(=O)c2ccc(NC(=O)CC3SC(N4CCCCC4)=NC3=O)cc2)cc1 (centres undefined)	-15	·
COc1cc(S(=O)(=O)NC(C)C)ccc1Cl	10	·
Cc1ccnc(NC(=O)C2CCC(CNc3c(N4CCCC4)c(=O)c3=O)CC2)c1 (centres undefined)	8	-8
CCOc1ncccc1C(=O)OCC(=O)c1cc(C)n(Cc2ccco2)c1C	-12	-48
Cc1ccc(S(=O)(=O)NCCCNC(=O)N2CCOCC2)cc1	-6	-6
CCn1c(SCc2cccc(C)c2)nnc1-c1ccccc1	-6	·
CCc1nnc(NC(=O)CSc2ncnc3c2oc2ccccc23)s1	-12	3
N#Cc1c(-c2ccc3c(c2)OCO3)ccn2nc(-c3cccc(C(F)(F)F)c3)nc12	-4	·
CCOc1ccccc1N(CC(=O)Nc1cccnc1)S(C)(=O)=O	-2	·
CCCCc1cc(=O)oc2cc(OS(C)(=O)=O)ccc12	-8	·

(further entries)
molecule	RmlCD inh mix	RT RNaseH block
Cn1c(=O)c2c(ncn2CC(=O)Nc2ccccc2N2CCOCC2)n(C)c1=O	-11	·
O=C(COC(=O)C12CC3CC(CC(C3)C1)C2)NCCc1ccccc1	-1	·
COC(=O)Nc1nc(-c2ccccc2)c(C(=O)c2ccccc2)s1	10	·
Cn1c(O)c(C=Nc2ccc(Cl)cc2)c(=O)n(C)c1=O	·	-12
CCOc1cccc(C(=O)Nc2nnc(-c3ccco3)s2)c1	-36	38
CC(=O)OC1CC(C)N(C(=O)c2ccccc2)c2ccc(C)cc21 (centres undefined)	-3	-84
CCCc1cc(C(=O)NNC(=S)NC(C)c2ccccc2)cs1 (centres undefined)	-15	·
O=C(NCc1cccnc1)NC1(C(F)(F)F)Oc2ccccc2O1	-7	4
Cc1cccc(OCC(=O)N2CCC(N3CCOCC3)CC2)c1	-13	0
O=C(Nc1cccc(-c2nc3ccccc3[nH]2)c1)c1cccc(NC(=O)c2ccco2)c1	14	64*
CC12CCC(=O)N1c1c(sc3nc(N4CCOCC4)c4c(c13)CCCC4)C(=O)N2 (centres undefined)	28	12
CCOC(=O)C1=C(C)NC(=O)NC1C (centres undefined)	6	-13
Cc1cccc(OCC(=O)NC(=S)N2CCCc3ccccc32)c1	6	·
c1ccc(N2CCOCC2)c(Nc2nc3ccccc3n3cnnc23)c1	-7	-65
CC(=O)C1=C(O)C(=O)N(Cc2ccccc2)C1c1ccco1 (centres undefined)	1	-4
CCn1c(SCC(=O)Nc2ccccc2OC)nnc1-c1cnccn1	7	-2
COc1ccc(NC(=O)CSc2nnc(Cn3nnc4ccccc43)n2C)cc1	2	·
CC1(C)CC(=O)C2=C(C1)NC(Nc1nc3ccccc3o1)=NC21CCCC1	-12	-1
CCOC(=O)c1cnc(Nc2ccc(OCC)cc2)nc1C	-19	0
C=CCSc1nc2nc(C)cc(C)n2n1	-24	-26
O=C(CN1CCN(c2cccc(Cl)c2)CC1)N1CCCC1	-10	-6
Cc1ccc(S(=O)(=O)NC2(C(=O)O)CCCCC2)cc1	-9	·
O=C(NC(=S)Nc1cccc(Cl)c1N1CCCCC1)c1ccco1	-8	·
N/C(=N\OC(=O)c1ccco1)c1ccc(Br)cc1	7	·
O=C(NC(CO)(CO)CO)c1coc(=O)c(Br)c1	?	·
O=C(Nc1ccccc1)NC1CC2CCC(C1)N2Cc1nnnn1Cc1ccc2c(c1)OCO2 (centres undefined)	0	·
COc1cc(CNn2c(C)n[nH]c2=S)cc(Cl)c1OCc1ccccc1	-12	·
C#CCn1c(=NC(=O)CN2C(=O)CCC2=O)sc2cccc(C)c21	7	-7
Cc1cc(C)cc(-n2nnc(C(=O)NCc3ccc4c(c3)OCO4)c2N)c1	-7	-8
CCOc1cc(/C=N/O)cc(Br)c1OCC	4	·

Remaining list, next part:
molecule	RmlCD inh mix	RT RNaseH block
O=C(O)C1CCC(=O)N(C2CC2)C1c1ccccc1 (centres undefined)	-2	·
CCOc1ccccc1OCC(=O)Nc1ccc(S(=O)(=O)Nc2ncccn2)cc1	12	-16
O=C(c1ccccn1)N(Cc1ccco1)C1(C(=O)NC2CCCCC2)CCCCC1	-14	·
COC(=O)c1ccccc1NC(=O)CSc1nc(N)cc(N)n1	-16	-74
O=C(O)C1CSC(c2cccnc2)N1 (centres undefined)	5	1
COCCn1cc(C(=O)N2CCN(C)CC2)c2c3ccccc3n(C)c2c1=O	10	7
CC(C)c1ccc(-c2c(C#N)c(N)nc3c2CCCCC3)cc1	-1	·
CC1(C)CC(=O)C2=C(C1)OC(N)=C(C#N)C21C(=O)N2CCCc3cccc1c32 (centres undefined)	10	-1
O=S(=O)(c1ccc(F)cc1)N1CCN(CC(O)COCc2cccs2)CC1 (centres undefined)	-5	-2
Cc1cccc(NC(=O)Nc2cccc(F)c2)n1	-8	-17
CCCCc1nnc(NC(=O)CC(=O)Nc2ccccc2C(=O)O)s1	9	·
CC(C)(C)OC(=O)CNC(=O)c1[nH]cnc1C(=O)Nc1ccc(CNC(=O)OC(C)(C)C)cc1	3	·
Cc1ccc(CSc2nc3ncccc3[nH]2)cc1	-6	·
O=C(/C=C/c1ccc2ccccc2c1)c1ccoc1	7	·
Cc1ccc(SCc2cc(=O)[nH]c(N3CCN(C)CC3)n2)cc1	9	·
CC1CN(S(=O)(=O)c2ccc(-c3nc4ccccc4s3)cc2)CC(C)O1 (centres undefined)	-13	12
CCCC(=O)Nc1nc2c(c(=O)[nH]1)CCCC2	6	·
C=CCOc1ccccc1CN1CCSCC1	-8	-8
CCC(=O)Nc1cc(-c2nn(CC(=O)N3CCCCC3)c(=O)c3ccccc23)ccc1N1CCOCC1	-6	·
N/C(=N/O)c1nc(N2CCCC2)nc(N(c2ccccc2)c2ccccc2)n1	11	-9
On1c2c(c3c4nonc4ccc31)CCCC2	-33	·
c1csc(CNCCCN2CCOCC2)c1	-7	·
COc1ccc(NC(=O)NCc2cccn2C)c(OC)c1	5	-8
Clc1cccc(Cl)c1Cn1cnc2c(NCc3ccco3)ncnc21	-9	·
COc1ccc(CCNC(=O)C2CC(=O)N(c3ccc(F)cc3)C2)cc1OC (centres undefined)	-106	2
O=C(Nn1c(-c2ccccc2)nc2ccccc2c1=O)C1CCC1	-3	-1
CCOC(=O)c1cccc(Nc2ncnc3ccccc23)c1	-3	·
O=C(N/N=C/C=C/c1ccccc1)c1ccc(Br)cc1	6	·
COc1nc(Oc2ccc(/C=N/O)cc2)nc(N(C)C)n1	4	·
O=C(CCN1CCN(c2ccccc2)CC1)Nc1ccccc1F	-9	6

Remaining list, next part
Every second line gives: RmlCD inh mix	RT RNaseH block
- Cc1ccc(NC(=O)C2C3CCCC2C3c2ccccc2)cc1C (centres undefined)
 : -4	·
- O=C(N1CCN(Cc2ccc3c(c2)OCO3)CC1)C12CC3CC(CC(C3)C1)C2
 : 8	7
- Brc1ccc(C2=Nn3c(nnc3-c3n[nH]c4c3CCC4)SC2)cc1
 : -11	-111
- CC(=O)c1cccc(NC(=O)c2ccc(S(=O)(=O)N3CCCCC3)cc2)c1
 : 4	9
- Cc1ccc(CNC(=O)c2ccc3c(=O)n4c(-c5ccc(C)cc5)csc4nc3c2)cc1
 : 12	·
- CC(C)(C)c1cn(-c2ccccc2)c(=S)[nH]1
 : 5	1
- CCCn1c(SCc2nc3sc(C)c(C)c3c(=O)[nH]2)nc2ccccc2c1=O
 : -10	·
- O=C(NCCN1CCN(c2cccc(Cl)c2)CC1)C1CCCN(S(=O)(=O)c2cnc[nH]2)C1 (centres undefined)
 : 5	4
- CN=C(NC#N)NCCSCc1nc[nH]c1C
 : 2	·
- COCCn1c(-c2ccccc2)nc(=S)c2c1CC(C)(C)OC2
 : i	-3
- CC(C)N1C(=O)CCC1C(=O)N1CCCc2ccccc21 (centres undefined)
 : -4	-2
- CCOc1ccc(OCC(=O)c2c(O)c3ccccc3oc2=O)cc1
 : -17	23
- Cc1cccn2cc(CNC(=O)C3CCCCC3)nc12
 : ·	-22
- CCCC(=O)Nc1cc(Cl)ccc1N1CCN(C(=O)CC)CC1
 : -11	-8
- C[n+]1cc(-c2ccccc2)n2c1CCCCC2
 : 13	·

Continued.
Every second line gives: RmlCD inh mix	RT RNaseH block
- CC(Oc1ccc2oc(-c3ccccc3)c(C(=O)O)c2c1)C(=O)O (centres undefined)
 : 58*	-2
- CC(=O)Nc1ccc(SC[C@H](Cc2ccccc2)N2CCN(CC(C)C)CCC2=O)cc1
 : 9	·
- COc1ccc(-c2noc(-c3cc(C)cc(C)c3)n2)cc1OC
 : 8	-2
- COc1ccc(N=C2SC(C(=O)Nc3ccc4c(c3)OCO4)CC(=O)N2C)cc1 (centres undefined)
 : 6	-7
- O=C(COC(=O)c1ccccn1)c1ccc(Br)cc1
 : 2	-6
- Cc1ccc(S(=O)(=O)c2nc(C)oc2NCc2ccccc2)cc1
 : -11	-50
- Cc1ccc(S(=O)(=O)c2c(N)n(Cc3ccco3)c3nc4ccccc4nc23)cc1C
 : -77	·
- COc1ccc(/C=C2/N=C3CCCCCN3C2=O)cc1OC
 : -2	·
- O=C(Nc1cnccn1)c1csc2ccccc12
 : -4	-22
- O=C(COc1ccccc1Br)NCc1ccco1
 : 13	-18
- O=C(OCC(=O)c1ccc[nH]1)c1ccc(S(=O)(=O)N2CCCCC2)cc1
 : 7	-2
- CCOC(=O)C1CCN(C(=O)CSc2nnc(-c3ccco3)n2-c2ccccc2)CC1
 : -3	-10
- Cc1ccnc(NC(=O)CS(=O)(=O)Cc2ccccc2)c1
 : -7	·
- CC(/C=C\c1cccnc1)=C/C(=O)O
 : 5&9	·
- C=CCn1c(SCC(=O)c2cccs2)nnc1-c1cccc(OC)c1
 : -5	5

Further compounds follow:
Every second line gives: RmlCD inh mix	RT RNaseH block
- Cc1cccc(-n2c(SCC(=O)Nc3ccc4c(c3)OCO4)nnc2-c2ccoc2C)c1
 : -14	-3
- CCC(C(=O)NCc1ccco1)N(C(=O)CNS(=O)(=O)c1ccccc1)C1CCCCC1 (centres undefined)
 : 9	·
- CCCNC(=O)c1ccccc1NC(=O)c1ccccc1N(C)S(C)(=O)=O
 : -16	·
- Cc1ccccc1-c1nn2c(-c3ccccc3)nnc2s1
 : -12	-26
- CCCC(=O)C1=C(SCC)CC(C)(C)C(C(=O)OC)C1=O (centres undefined)
 : 0	1

Reprinted at random: two entries already listed.
Every second line gives: RmlCD inh mix	RT RNaseH block
- CCOC(=O)c1cnc(Nc2ccc(OCC)cc2)nc1C
 : -19	0
- O=C(COC(=O)C12CC3CC(CC(C3)C1)C2)NCCc1ccccc1
 : -1	·
